High-throughput results from PubChem BioAssay.
PHOSPHO1 inh: PHOSPHO1 (human) inhibition; Q8TCT1; recombinant PHOSPHO1, absorbance phosphatase assay; inhibition, % at 13.3 µM; 1.1% of 290,000 active; in the data active means inhibition above about 60%
GPR7 antagonist: human neuropeptides B/W receptor 1 antagonism; 1.1% of 290,000 active; P48145; inhibition, % at 4.4 µM; GPR7-expressing cells, fluorescence antagonist assay; AID 1861; in the data active means inhibition above about 16%, passing the limit was not always enough;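 further: cells stimulated with the agonist NPW; 0% = agonist with vehicle and 100% = vehicle without agonist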
pCIP destab: lowers stability of the mouse p/CIP coactivator protein | Q05BA5 | F442A p/CIP-EGFP cells, EGFP fluorescence, 16 h | decrease of EGFP signal, % at 10 µM | AID 1984 | 0.01% of 290,000 active;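 active means EGFP signal decrease of at least 30% at 10 µM or well 3 SD below plate mean, unless failing retest; inactive means the rest, including hits failing retest or dose response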; further: some compounds called inactive have numbers as strong as hits; many of its hits are not listed in these tables
Target sequence (Q05BA5 1-1403): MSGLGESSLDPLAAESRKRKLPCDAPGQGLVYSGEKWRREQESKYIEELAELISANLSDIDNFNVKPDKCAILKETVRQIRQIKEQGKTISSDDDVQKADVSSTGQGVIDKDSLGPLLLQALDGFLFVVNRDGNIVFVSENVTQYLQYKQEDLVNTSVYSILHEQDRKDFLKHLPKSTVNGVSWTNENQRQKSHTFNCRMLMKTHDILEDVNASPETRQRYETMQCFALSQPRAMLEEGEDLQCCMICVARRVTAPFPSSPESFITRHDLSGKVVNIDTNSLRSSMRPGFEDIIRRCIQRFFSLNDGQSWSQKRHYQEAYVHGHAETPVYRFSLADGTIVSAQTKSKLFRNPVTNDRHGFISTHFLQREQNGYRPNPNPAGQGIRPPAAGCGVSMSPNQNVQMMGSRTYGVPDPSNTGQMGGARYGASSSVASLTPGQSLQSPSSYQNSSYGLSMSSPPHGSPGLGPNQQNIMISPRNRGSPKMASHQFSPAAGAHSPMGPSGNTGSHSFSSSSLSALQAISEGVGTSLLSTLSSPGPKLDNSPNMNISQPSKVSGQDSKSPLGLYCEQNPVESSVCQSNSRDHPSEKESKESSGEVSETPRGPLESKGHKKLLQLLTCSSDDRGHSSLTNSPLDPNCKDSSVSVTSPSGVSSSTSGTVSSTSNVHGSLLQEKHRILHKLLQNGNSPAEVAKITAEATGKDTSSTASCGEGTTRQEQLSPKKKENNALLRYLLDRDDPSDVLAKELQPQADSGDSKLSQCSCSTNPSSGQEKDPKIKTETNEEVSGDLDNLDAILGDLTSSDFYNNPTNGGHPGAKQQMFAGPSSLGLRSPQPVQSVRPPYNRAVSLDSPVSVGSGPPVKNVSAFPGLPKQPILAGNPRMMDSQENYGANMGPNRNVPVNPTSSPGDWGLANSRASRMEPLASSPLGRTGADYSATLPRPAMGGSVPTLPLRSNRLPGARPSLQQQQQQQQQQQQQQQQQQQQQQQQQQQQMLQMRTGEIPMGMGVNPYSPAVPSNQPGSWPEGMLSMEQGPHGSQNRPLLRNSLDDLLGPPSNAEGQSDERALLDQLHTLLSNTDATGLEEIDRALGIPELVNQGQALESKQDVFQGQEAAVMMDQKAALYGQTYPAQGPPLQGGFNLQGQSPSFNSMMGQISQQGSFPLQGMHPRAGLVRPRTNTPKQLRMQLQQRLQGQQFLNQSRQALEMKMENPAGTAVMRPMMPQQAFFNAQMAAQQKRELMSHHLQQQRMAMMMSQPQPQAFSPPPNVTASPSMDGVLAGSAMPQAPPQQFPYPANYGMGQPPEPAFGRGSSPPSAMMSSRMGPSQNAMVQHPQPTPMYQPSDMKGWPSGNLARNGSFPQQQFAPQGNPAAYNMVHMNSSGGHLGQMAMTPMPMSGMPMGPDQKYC
NALP1 yeast inh: inhibitors of NALP1 inflammasome in yeast; inhibition, % at 10 µM; S. cerevisiae NALP1/ASC/caspase-1 growth, X-gal OD620, 72 h; 0.61% of 280,000 active; in the data active means inhibition mostly above about 24%, no sharp cut-off; inactive means mostly below about 32%; further: some compounds called inactive have numbers as strong as hits
VIM-2 inh: inhibitors of Pseudomonas aeruginosa VIM-2 metallo-beta-lactamase; 0.89% of 290,000 active; inhibition, % at 5.6 µM; purified VIM-2, nitrocefin hydrolysis, epi-absorbance fluorescence; AID 1527;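 active means inhibition above the mean of all tested compounds plus 3 SD, cutoff set per screening run, cut at about 7.5% in these data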;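 further: red hydrolysis product quenches plate fluorescence so inhibitors raise well fluorescence; 0% = enzyme with DMSO and 100% = DMSO without enzyme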
IDE act: activators of human insulin-degrading enzyme in cells; P14735; HEK cells, FAbeta-B cleavage, fluorescence polarization; 0% vehicle, 100% cell-free pure enzyme wells; activation, % at 5.96 µM; 0.073% of 340,000 active; AID 493087;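 active means activation above the mean of all tested compounds plus 3 SD, set per screening campaign, cut at about 17% in these data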
IMP-1 inhibitor: blocks Pseudomonas aeruginosa IMP-1 metallo-beta-lactamase; 0.45% of 290,000 active; inhibition, % at 5.6 µM; purified IMP-1, nitrocefin hydrolysis, epi-absorbance fluorescence; AID 1556;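 active means inhibition above the mean plus 3 SD of all compounds in the same screening run, cut at about 4.5% in these data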;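 further: 0% = IMP-1 with DMSO and 100% = DMSO wells lacking enzyme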
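Assay system: purified recombinant IMP-1 beta-lactamase. Input: IMP-1 0.2 nM before substrate addition. Buffer or medium: Zinc- and detergent-supplemented HEPES buffer, pH 7.1. Schedule: 25 °C, 15 min preincubation, 25 min reaction. Signal: Epi-absorbance fluorescence, 480 nm excitation, 530 nm emission. Evaluation: percent inhibition from optical density relative to buffer-blank wells.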
IDE inh: cellular human IDE inhibition; HEK cells, FAbetaB cleavage, fluorescence polarization; P14735; inhibition, % at 5.59 µM; 0.41% of 320,000 active;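 active means percent inhibition above the average of all tested compounds plus 3 SD, set per screening campaign, cut at about 16% in these data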;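 further: IDE supplied by intact live HEK cells; FP after avidin binding of uncleaved biotin substrate so inhibition keeps polarization high; 0% = DMSO wells and 100% = 60 µM reference IDE inhibitor Ii1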
PfM18AAP inh: PfM18AAP enzyme inhibition | recombinant PfM18AAP, H-Glu-NHMec fluorogenic cleavage | AID 1822 | inhibition, % at 7.35 µM | 1.2% of 290,000 active;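 active means inhibition above the campaign mean inhibition over all tested compounds plus 3 SD, cut at about 28% in these data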;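 further: 0% = plate median of test compound wells and 100% = 2 mM ZnCl2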
Starred values were filed as active, the others as inactive; . = not tested or not shown.

SMILES	PHOSPHO1 inh	GPR7 antagonist	pCIP destab	NALP1 yeast inh	VIM-2 inh	IDE act	IMP-1 inhibitor	IDE inh	PfM18AAP inh
O=C(Nc1cc(C(F)(F)F)ccc1N1CCOCC1)c1cccnc1Cl	-27	4	-4	15	-0.6	1	-2.5	0	-11
O=C(NCC1CC1)c1ccc(Nc2nc3ccc(Br)cc3[nH]2)cc1	6	3	-9	10	-2.1	-10	-2.4	3	-9
CC1CCCCN1C(=O)c1cccc(NC(=O)c2ccccc2)c1 (stereo unspecified)	28	8	-23	-2	0.4	5	-1.8	1	-1
Cn1cc(CN2CCC(C(=O)Nc3cccc(-c4cscn4)c3)CC2)cn1	21	-4	1	8	-1.2	0	-3.8	7	-9
CCOC(=O)N1CCC(Nc2nc(OC)nc(OC)n2)CC1	-6	-2	4	9	-3.9	-2	-5.9	-6	5
OC(CNCc1ccccc1)Cn1ccc2ccccc21 (stereo unspecified)	8	-3	3	44	-4.5	6	-2.0	3	3
O=C1c2ccccc2C(=O)N1CCCc1c[nH]c2ccccc12	-14	-5	-24	30	1.1	4	-3.7	-3	8
Cc1ccccc1C(=O)N1CCN(c2ccc(NC(=O)c3ccc4c(c3)OCCO4)cc2)CC1	43	24	1	8	-1.3	0	-2.6	1	4
COCc1nnc(NC(=O)c2ccc(S(=O)(=O)N(C)Cc3ccccc3)cc2)o1	24	-15	1	2	-4.6	3	-4.1	-4	0
CCSc1nnc(NC(=O)c2cnccn2)s1	1	.	7	-2	.	.	.	2	.
Cc1ccc(C(=O)NCC(=O)OCC(=O)NC2CCCC(C)C2C)s1 (stereo unspecified)	-2	-3	-30	16	0.3	5	-1.2	8	-10
COC(=O)CSc1nc2ccc(N)cc2s1	30	-14	6	2	-1.1	6	-1.8	-3	-16
CC1(C)CC2(CCO1)CNC(=O)O2 (stereo unspecified)	-26	4	-3	8	0.9	4	-1.4	2	-14
O=C(Nc1ccc(C(=O)Nc2ccccc2Cl)cc1)c1cccnc1	22	-4	-7	6	-4.7	-3	-1.7	.	3
O=C(NNC(=S)Nc1ccccc1Cl)c1ccccc1	-19	-4	14	3	-6.0	2	-1.3	-3	10
O=C(CCCCn1c(=O)[nH]c2ccsc2c1=O)NCCc1ccccc1	20	-6	-8	2	2.0	5	-1.5	-3	-12
COc1cc(OC)c(C2N(c3ccc(Cl)cc3)C(=O)C3CCCN32)cc1OC (stereo unspecified)	-20	-8	-12	-11	0.2	-1	-2.9	1	2
O=C(CCS(=O)(=O)c1ccccc1)N1CCN(c2cccc(C(F)(F)F)c2)CC1	58	-15	-10	24	-0.5	2	-3.2	2	3
CCOc1ccc(C(=O)NC2CCN(C(=O)Nc3ccc(F)cc3)CC2)cc1	26	-9	-1	10	-2.4	2	-1.3	-1	-1
Cc1occc1C(=O)NNS(=O)(=O)c1ccc([N+](=O)[O-])cc1	15	-13	-6	6	-2.6	1	-4.8	-1	8
O=C(NCc1ccc2c(c1)OCO2)C1CCCN1S(=O)(=O)c1ccc(F)cc1 (stereo unspecified)	28	-9	8	.	-2.5	4	-2.2	-1	-4
COC(=O)CNC(=O)CSc1nnc(C)c(=O)[nH]1	4	-3	-1	11	0.4	3	-4.6	-1	-1
Cc1cccc(Nc2nc(C)nc3c2oc2ccccc23)c1	37	-15	-2	10	5.0	0	-1.0	0	-2
NS(=O)(=O)c1ccc(NC(=S)NC(=O)c2ccc3c(c2)OCO3)cc1	-87	-11	9	15	-0.4	6	0.9	1	9

Copied from the results shown for reference:
SMILES	PHOSPHO1 inh	GPR7 antagonist	pCIP destab	NALP1 yeast inh	VIM-2 inh	IDE act	IMP-1 inhibitor	IDE inh	PfM18AAP inh
CC1(C)CC2(CCO1)CNC(=O)O2 (stereo unspecified)	-26	4	-3	8	0.9	4	-1.4	2	-14
O=C(Nc1ccc(C(=O)Nc2ccccc2Cl)cc1)c1cccnc1	22	-4	-7	6	-4.7	-3	-1.7	.	3
O=C(NNC(=S)Nc1ccccc1Cl)c1ccccc1	-19	-4	14	3	-6.0	2	-1.3	-3	10
O=C(CCCCn1c(=O)[nH]c2ccsc2c1=O)NCCc1ccccc1	20	-6	-8	2	2.0	5	-1.5	-3	-12
COc1cc(OC)c(C2N(c3ccc(Cl)cc3)C(=O)C3CCCN32)cc1OC (stereo unspecified)	-20	-8	-12	-11	0.2	-1	-2.9	1	2
O=C(CCS(=O)(=O)c1ccccc1)N1CCN(c2cccc(C(F)(F)F)c2)CC1	58	-15	-10	24	-0.5	2	-3.2	2	3

Additional structures:
SMILES	PHOSPHO1 inh	GPR7 antagonist	pCIP destab	NALP1 yeast inh	VIM-2 inh	IDE act	IMP-1 inhibitor	IDE inh	PfM18AAP inh
Cc1cc(Nc2ccc(C)c(C)c2)c2ccccc2n1	25	-7	-4	22	8.6*	-5	-0.5	1	0
COc1ccc2cc3cc(C(=O)N4CCN(c5ccccn5)CC4)oc3nc2c1	60	-4	3	13	-4.4	-1	-1.5	-1	5
CCNC(=O)N1CCC(n2nccc2NC(=O)CCCc2ccccc2)CC1	3	-7	-2	4	-3.3	5	-1.5	1	1
CN1CCN(S(=O)(=O)c2ccc(NC(=O)COc3ccccc3)cc2)CC1	-2	-4	-12	20	1.7	7	-3.4	3	3
Cc1ccc(N2C(=O)NC(NS(=O)(=O)c3ccc(C)cc3)(C(F)(F)F)C2=O)cc1 (stereo unspecified)	51	-6	1	-4	-3.0	0	-1.0	-9	2
CCCC(=O)NC(c1ccccc1)c1ccc2cccnc2c1O (stereo unspecified)	3	-22	-15	18	-1.7	6	-3.2	0	7
COC(=O)C1CCN(C(c2ccc(OC)c(OC)c2)c2sc3nc(C)nn3c2O)CC1 (stereo unspecified)	8	.	-3	.	.	-1	.	4	.
O=C(/C=N/O)Nc1ccccc1	9	0	5	16	-0.3	-2	-0.8	-6	-5
Cc1ccc(C(=O)N/C(=C\c2ccccc2)C(=O)NCc2cccnc2)cc1	37	-8	-4	-1	-0.3	-3	-0.4	-2	2
Cc1ccc(C)c(N2N=C(C(=O)Nc3ccc(S(=O)(=O)N4CCCC4)cc3)CCC2=O)c1	39	5	-8	.	-1.7	-2	-1.4	-2	1
Cc1ccc(C)c(NC(=O)CCc2ccc(S(=O)(=O)NC3CCCCC3)cc2)c1	1	-3	4	24	-5.5	4	-4.0	0	2
CCC1CCCCN1S(=O)(=O)c1ccc(NC(=O)c2cccnc2)cc1 (stereo unspecified)	10	-10	-24	16	-2.4	-5	-1.4	-3	2
O=C1c2[nH]nc(-c3ccccc3O)c2C(c2ccc(F)cc2)N1Cc1ccco1 (stereo unspecified)	-12	-9	-84	8	-1.4	3	-1.8	1	-11
CCN1CCN(Cc2nc3cc(NC(=O)COc4ccc([N+](=O)[O-])cc4)ccc3n2C)CC1	9	-3	-3	-6	-3.1	1	-2.1	7	-7
COc1ccccc1NC(=O)Cn1c(CCC(=O)O)ccc1-c1ccccc1	-16	-5	1	-17	-1.4	0	-2.2	7	1
COCCSc1nnc(-c2cnccn2)o1	-2	-2	-4	-33	-2.0	6	-0.3	1	2
CCCN(c1ccccc1F)S(=O)(=O)c1c[nH]c(C(=O)OC)c1	70*	-6	5	-11	-5.9	0	-3.7	5	6
CCOc1ccccc1N(CC(=O)N1CCC(C)CC1)S(=O)(=O)c1ccc(C)cc1	33	-7	-8	15	-2.4	-2	0.0	9	10
C=C(C)CNC(=O)c1ccc(OC2CCN(C(=O)COC)CC2)cc1	.	-18	.	.	-3.6	2	-3.6	2	-19
COc1ccccc1/C=C/C=N/NC(=O)c1cc(-c2ccco2)[nH]n1	4	-5	-20	1	-3.6	.	-3.0	13	8
CC1CCN(S(=O)(=O)c2ccc3c(c2)CCN3C(=O)C2CCC2)CC1	-4	-6	-16	14	-1.8	-1	-2.9	1	-2
Cc1c(CCC(=O)NCCCCCC(=O)O)c(=O)oc2c(C)c3oc4c(c3cc12)CCCC4	.	4	-53	-6	2.7	6	-2.4	.	-2
COc1ccc(NC(=O)NNC(=O)COc2ccc([N+](=O)[O-])c(C)c2)cc1OC	18	7	-19	6	-4.6	5	2.2	-1	0
CSc1cccc(CN2CCCC(C(=O)Nc3cccc(-n4cccn4)c3)C2)c1 (stereo unspecified)	45	11	-6	23	-0.7	3	0.2	-2	-9
Cc1ccc(C23CC4CC(CC(C(=O)N(C)C)(C4)C2)C3)cc1	18	3	-7	16	-0.9	2	1.6	0	-5
CCOC(=O)c1cc2cc([N+](=O)[O-])cc(OC)c2oc1=O	15	-16	11	2	-2.2	3	-3.1	4	8
O=C(/C(=C/c1ccccc1Cl)c1ccccc1)N1CCOCC1	-5	-14	10	14	-4.2	3	-1.6	3	7
CCOc1ccc(S(=O)(=O)N(C)c2ccc(OCC(=O)Nc3nc4ccccc4s3)cc2)cc1	-24	1	-8	3	-2.7	-4	-4.5	3	-3
CC1CCCC(NC(=O)CN2CCN(Cc3ccc(Cl)cc3)C2=O)C1C (stereo unspecified)	-7	7	1	4	-2.6	2	-0.8	4	-2
O=C(c1ccccc1)N(CCO)Cc1cc2cc3c(cc2[nH]c1=O)OCCO3	2	-8	-36	5	-2.5	-3	-3.4	-2	3
O=C(C1CCCO1)N1CCN(C(=S)Nc2ccc(Cl)cc2Cl)CC1 (stereo unspecified)	-9	-5	3	24	-2.3	0	-2.0	2	3
CCn1c(SCC(=O)N2CCCc3ccccc32)nc2cccnc21	4	-1	5	12	1.4	5	-0.7	7	2
Cc1sc2ncnc(NCC3(N4CCOCC4)CCCCC3)c2c1C	4	-12	4	44*	-1.1	1	-2.7	-1	2
CCCc1nnc(NC(=O)CCC(=O)Nc2ccc(F)cc2)s1	-2	18	-1	-4	-1.4	1	-1.1	3	-10
